# Bioassay records as filed in PubChem.
# OX1R antag-1 = blocks the human orexin 1 receptor | AID 434989 | inhibition, % at 5 µM | O43613 | CHO/OX1R cells, Fluo-8 calcium fluorescence, orexin A | 0.43% of 330,000 active;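 active means inhibition above its plate's threshold, mean inhibition of all tested compounds on the plate plus 3 SD, cut at about 37% in these data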;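 further: 0% = orexin A challenge wells and 100% = SB-334867-A antagonist wells; not every result past the cut was called active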
# Target sequence (O43613 whole entry, looked up): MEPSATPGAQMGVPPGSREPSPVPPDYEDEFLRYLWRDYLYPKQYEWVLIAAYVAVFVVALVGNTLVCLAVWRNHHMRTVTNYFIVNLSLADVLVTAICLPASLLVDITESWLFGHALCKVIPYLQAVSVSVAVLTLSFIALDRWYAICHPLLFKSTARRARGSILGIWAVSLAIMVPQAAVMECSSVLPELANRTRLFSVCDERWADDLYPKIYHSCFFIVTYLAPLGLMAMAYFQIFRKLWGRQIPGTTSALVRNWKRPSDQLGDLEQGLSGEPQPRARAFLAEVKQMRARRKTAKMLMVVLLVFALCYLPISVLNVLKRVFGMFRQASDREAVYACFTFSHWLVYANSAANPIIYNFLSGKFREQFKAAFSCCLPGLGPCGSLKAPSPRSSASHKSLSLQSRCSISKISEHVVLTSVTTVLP
# OX1R antag-2 = blocks the human orexin 1 receptor; inhibition, % at 6.6 µM; AID 485270; O43613; OX1R-expressing cells, FRET antagonist read-out; 1.8% of 330,000 active; in the data active means inhibition mostly above about 38%, no sharp cut-off; inactive means mostly below about 40%;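 further: 0% = agonist challenge alone and 100% = reference antagonist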
# * marks the source's active call; other numbers are inactive results.
# The opening 19 compounds, ahead of the listing:
smiles | OX1R antag-1 | OX1R antag-2
O=C(NC1CCN(Cc2ccccc2)CC1)c1ccccc1OCc1ccccc1 | -36.8 | 5.2
CC(=O)N1CCN(C(=O)COC(=O)c2ccc(S(C)(=O)=O)cc2)CC1 | 14.4 | 7.0
COC(=O)Nc1[nH]ncc1[N+](=O)[O-] | -4.7 | 18.3
O=C1/C(=C/c2cccs2)SC(=S)N1CC(=O)N1CCCCC1CCO (centres undefined) | -16.9 | 17.0
Cc1oc2c(c1C(=O)N1CCOCC1)C(=O)c1ccccc1C2=O | -9.7 | 90.1*
COc1ccccc1N(C(C)=O)c1nc(C)cc(C)c1C#N | -9.1 | -7.5
CCOC(=O)c1cnc(SCC(=O)Nc2sc(C)c(C)c2C#N)nc1N | -9.3 | 13.7
Cc1ccc(C)c(NC(=O)C2CC=CCC2C(=O)O)c1 (centres undefined) | -3.2 | 8.3
Fc1ccc(CN(Cc2ccccc2)C(c2cccs2)c2nnnn2C2CCCCC2)cc1 (centres undefined) | -24.4 | 9.6
CC(OC(=O)Cn1cc(C(F)(F)F)ccc1=O)C(=O)N(C)c1ccccc1 (centres undefined) | -22.3 | 9.9
COC(=O)c1cc(NS(=O)(=O)c2ccc(NCc3cccnc3)c(N)c2)cc(C(=O)OC)c1 | -16.0 | -29.0
COC(=O)c1cc(CNC(=O)c2ccc(N3CCCC3)c([N+](=O)[O-])c2)ccc1OC | -21.8 | 0.9
COc1ccc(O[C@H]2C=C[C@@H](c3ccccc3)O[C@@H]2COC(=O)CC/C(C)=N/O[C@H](C)c2cn([C@@H]3COC[C@H]3O)nn2)cc1 | -24.1 | 8.7
N#C/C(=C(/O)COC(=O)COc1cccc(Br)c1)c1nc2ccccc2[nH]1 | 14.8 | 15.1
COc1ccccc1-n1cc(-c2ccc(Cl)cc2)[nH]c1=O | -19.0 | 5.1
CCOC(=O)CSc1ccc2nnc(-c3ccncc3)n2n1 | -14.8 | 3.8
CCOc1ccc(C(=O)N/N=C/c2cccc3cccnc23)cc1 | -16.3 | 74.2*
CC(C)C(NC(=O)CSc1ccc(Cl)cc1)C(C)C | -23.4 | 8.1
CC(NCC(=O)Nc1cc(S(=O)(=O)N2CCOCC2)ccc1Cl)c1ccc(Cl)cc1Cl (centres undefined) | 9.0 | 29.1

# This part in full, repeating the preview:
smiles | OX1R antag-1 | OX1R antag-2
O=C(NC1CCN(Cc2ccccc2)CC1)c1ccccc1OCc1ccccc1 | -36.8 | 5.2
CC(=O)N1CCN(C(=O)COC(=O)c2ccc(S(C)(=O)=O)cc2)CC1 | 14.4 | 7.0
COC(=O)Nc1[nH]ncc1[N+](=O)[O-] | -4.7 | 18.3
O=C1/C(=C/c2cccs2)SC(=S)N1CC(=O)N1CCCCC1CCO (centres undefined) | -16.9 | 17.0
Cc1oc2c(c1C(=O)N1CCOCC1)C(=O)c1ccccc1C2=O | -9.7 | 90.1*
COc1ccccc1N(C(C)=O)c1nc(C)cc(C)c1C#N | -9.1 | -7.5
CCOC(=O)c1cnc(SCC(=O)Nc2sc(C)c(C)c2C#N)nc1N | -9.3 | 13.7
Cc1ccc(C)c(NC(=O)C2CC=CCC2C(=O)O)c1 (centres undefined) | -3.2 | 8.3

# The results go on.
smiles | OX1R antag-1 | OX1R antag-2
Fc1ccc(CN(Cc2ccccc2)C(c2cccs2)c2nnnn2C2CCCCC2)cc1 (centres undefined) | -24.4 | 9.6
CC(OC(=O)Cn1cc(C(F)(F)F)ccc1=O)C(=O)N(C)c1ccccc1 (centres undefined) | -22.3 | 9.9
COC(=O)c1cc(NS(=O)(=O)c2ccc(NCc3cccnc3)c(N)c2)cc(C(=O)OC)c1 | -16.0 | -29.0
COC(=O)c1cc(CNC(=O)c2ccc(N3CCCC3)c([N+](=O)[O-])c2)ccc1OC | -21.8 | 0.9
COc1ccc(O[C@H]2C=C[C@@H](c3ccccc3)O[C@@H]2COC(=O)CC/C(C)=N/O[C@H](C)c2cn([C@@H]3COC[C@H]3O)nn2)cc1 | -24.1 | 8.7
N#C/C(=C(/O)COC(=O)COc1cccc(Br)c1)c1nc2ccccc2[nH]1 | 14.8 | 15.1
COc1ccccc1-n1cc(-c2ccc(Cl)cc2)[nH]c1=O | -19.0 | 5.1
CCOC(=O)CSc1ccc2nnc(-c3ccncc3)n2n1 | -14.8 | 3.8

# Continued:
smiles | OX1R antag-1 | OX1R antag-2
CCOc1ccc(C(=O)N/N=C/c2cccc3cccnc23)cc1 | -16.3 | 74.2*
CC(C)C(NC(=O)CSc1ccc(Cl)cc1)C(C)C | -23.4 | 8.1
CC(NCC(=O)Nc1cc(S(=O)(=O)N2CCOCC2)ccc1Cl)c1ccc(Cl)cc1Cl (centres undefined) | 9.0 | 29.1
COc1ccc(C(=O)c2nccc3ccccc23)cc1 | -13.4 | 14.9
COCCn1nnnc1C(c1ccccn1)N1CCN(c2cc(Cl)ccc2C)CC1 (centres undefined) | -26.0 | -2.2
CC1(C)Cc2c(sc3nc(NCCN4CCOCC4)n4ncnc4c23)CO1 | -11.8 | -6.8
COc1ccc(NC(=S)N2CCN(c3ccc([N+](=O)[O-])cc3)CC2)cc1OC | 6.0 | 41.2
CCOC(=O)c1csc(NNC=O)n1 | -12.9 | 9.3

# Following part
smiles | OX1R antag-1 | OX1R antag-2
Fc1c(F)c(-n2nnc3ccccc32)c(F)c(F)c1Cl | -18.7 | -7.0
CCc1nnc(NS(=O)(=O)c2ccc(NS(=O)(=O)c3ccccc3)cc2)s1 | -21.9 | 9.5
Cc1cc(C)c(C2=CC(c3ccccc3)n3ncnc3N2)cc1C (centres undefined) | -16.9 | 31.6
CSc1cccc(NC(=O)C2CCN(C(=O)c3ccccc3C)CC2)c1 | -3.4 | 14.8
CC(=O)Cc1nsc(NC(=O)c2cccs2)n1 | -10.6 | 18.9
O=C(/C=C/c1ccc(N2CCC(c3ccccc3)=N2)cc1)c1ccccc1 | 79.5* | 7.5
Cc1oc2c(c1C(=O)Nc1cccc3ccccc13)CCCC2 | -22.4 | 10.9
CN1CCN(c2nc(-c3cccs3)nc3ccccc23)CC1 | -25.2 | 13.2

# The results go on.
smiles | OX1R antag-1 | OX1R antag-2
CCOc1cc2c(cc1OCC)C(C(=O)O)C(c1cc(Br)c(O)c(OC)c1)N(C)C2=O (centres undefined) | -3.5 | 8.6
CCOc1cccc(C(=O)Nc2ccc(N3CCCC3)cc2)c1 | -21.7 | 9.1
Cc1cc(OCC(=O)NCC(O)c2ccccc2)c2c(C)c(C)c(=O)oc2c1 (centres undefined) | -17.0 | 27.3
Cc1cc(C)nc(Nc2ccc(C(=O)O)cc2)n1 | -16.1 | 3.4
COc1ccccc1C(=O)O/N=C(\N)c1ccccc1Cl | -1.3 | 40.9
O=C(CN(c1cccc(Cl)c1)S(=O)(=O)c1ccc(Cl)cc1)N1CCc2ccccc2C1 | -2.6 | 50.5
COc1ccc(NC(=O)N2CCCC(C(=O)Nc3cccc(C)c3C)C2)cc1 (centres undefined) | -6.3 | 3.3
Cc1ccc(S(=O)(=O)NCC(=O)OC(C)C(=O)c2ccccc2)cc1 (centres undefined) | -19.0 | 21.0

# Next results:
smiles | OX1R antag-1 | OX1R antag-2
COc1cc(C(=O)N[C@H](C(=O)NC2CCCc3ccccc32)C(C)C)cc(OC)c1OC (some centres undefined) | -32.6 | 7.0
COC(=O)c1c(C)[nH]c(C(=O)N2CCN(c3ccc(OC)cc3)CC2)c1C | -25.7 | 8.0
COc1ccc(N(CC(=O)NC2CCCC2)C(=O)CCC(=O)Nc2nc(C)cs2)cc1OC | -9.0 | 17.6
Cc1onc(-c2c(Cl)cccc2Cl)c1C(=O)NCCCN1CCOCC1 | -7.2 | 5.0
CCOCCCNC(=O)N1CCOCC1 | 0.0 | 16.2
COCCNC(=O)C/C(C)=N/NC(=O)C(=O)NC1CCCCC1 | -26.4 | 6.9
CC(=O)[C@@]1(O)CC[C@H]2[C@@H]3C[C@H](C)C4=CC(=O)CC[C@]4(C)[C@H]3CC[C@@]21C | -14.3 | 15.9
COc1ccccc1C(=O)N/C(=N/c1nc(C)cc(C)n1)Nc1ccccc1 | -31.1 | 8.0

# Continued:
smiles | OX1R antag-1 | OX1R antag-2
NC(=O)COc1ccc2c3c(c(=O)oc2c1)CCCCC3 | -4.8 | 18.1
COc1ccccc1OCCN(C#N)c1nc(N(C)C)nc(N(C)C)n1 | -14.2 | 16.0
CN1C(=O)c2oc3ccccc3c(=O)c2C1c1ccncc1 (centres undefined) | 0.8 | 19.9
Cc1nnc(SCc2cccc(Oc3ccccc3)c2)n1N | -2.0 | -4.7
O=c1[nH]c(CSc2ncn[nH]2)nc2ccccc12 | 2.2 | 2.8
CC1(C)c2ccccc2N2CC(=O)NC21/C=C/c1ccco1 (centres undefined) | -11.8 | 14.6
Cc1cc(C)n2nc(C(=O)OCC(=O)Nc3cc(Cl)ccc3C)nc2n1 | 3.8 | -1.3
O=c1c2c3c(sc2ncn1Cc1ccc(F)cc1)CCC3 | -5.2 | 30.5

# Next results follow:
smiles | OX1R antag-1 | OX1R antag-2
COc1ccc(NC(C)=O)cc1NC(=O)CCn1c(=O)sc2ccccc21 | -8.7 | -5.0
COc1ccc(NC(=O)CSc2nnc(-c3ccncc3)o2)c(OC)c1 | -3.3 | 3.4
O=c1c2ccccc2nc(COc2ccccc2)n1/N=C/c1ccc(O)c(O)c1 | -22.3 | 3.1
O=C(c1ccc(C(F)(F)F)cc1)N1CCC(=O)N(C(COCc2ccc(Cl)cc2)Cc2ccccc2)CC1 (centres undefined) | -40.8 | 36.7
CN1CCc2c(sc(/N=C/c3cc(Cl)ccc3O)c2C#N)C1 | 5.4 | 4.7
COc1cc(C(=O)NC2CCCC(C)C2C)ccc1OCC(=O)N1CCOCC1 (centres undefined) | -14.7 | 4.6
COc1ccc(N(CC(=O)NCc2ccc(Cl)cc2)S(=O)(=O)c2c(C)noc2C)cc1 | -8.1 | 23.3
CN(C)S(=O)(=O)c1cccc(COC(=O)C2=COCCO2)c1 | -11.5 | 12.7

# One compound at a time (already shown):
# Profile of `COC(=O)c1c(C)[nH]c(C(=O)N2CCN(c3ccc(OC)cc3)CC2)c1C` : OX1R antag-1 = -25.7; OX1R antag-2 = 8.0
# Profile of `Cc1ccc(S(=O)(=O)NCC(=O)OC(C)C(=O)c2ccccc2)cc1` (centres undefined) : OX1R antag-1 = -19.0; OX1R antag-2 = 21.0

# Additional results.
smiles | OX1R antag-1 | OX1R antag-2
O=[N+]([O-])c1cccnc1N1CCC(c2cc(-c3cccc(C(F)(F)F)c3)n[nH]2)CC1 | 24.2 | 52.6
Cc1ccc(CNC(=O)C2CCCCN2S(=O)(=O)c2ccccc2)cc1 (centres undefined) | -15.8 | 5.9
CSc1nc(Cl)cc(Nc2ccc(O)cc2)n1 | -16.8 | 9.6
COCCN(C(=O)COC(=O)c1ccccc1NCc1ccco1)c1c(N)n(Cc2ccccc2)c(=O)[nH]c1=O | -8.4 | 41.5*
COc1cccc(OC)c1C(=O)OCC(=O)NC1CCCCCC1 | -22.1 | 10.1
Cc1ccccc1CN1CCN(C(C)C(=O)NNC(=O)c2ccc(F)cc2)CC1 (centres undefined) | -2.4 | 6.8
Cc1ccc2oc(=O)c3cc(C(=O)NCCCN4CCN(C)CC4)sc3c2c1 | -22.9 | 10.7
Cc1cc(C)c2oc(C(=O)Nc3ccc(S(=O)(=O)N4CCCC(C)C4)cc3)cc(=O)c2c1 (centres undefined) | -6.8 | 5.7

# Other compounds:
smiles | OX1R antag-1 | OX1R antag-2
CC(=O)Nc1ccc(S(=O)(=O)N2CCn3cccc3C2C)cc1 (centres undefined) | 9.6 | 4.0
COc1ccccc1N(CC(=O)NC(C)C)S(=O)(=O)c1cccs1 | -15.1 | 7.6
CCOc1cc2[nH]c(=O)n(CCC(=O)NCCc3ccccc3)c(=O)c2cc1OCC | -14.1 | 19.3
Fc1cc(F)cc(NC(=S)NN2CCOCC2)c1 | -4.4 | 7.2
CCOc1cccc(C(=O)Nc2cnn(Cc3ccccc3)c2)c1 | -25.4 | 10.7
COc1ccc(Cc2nnc(SCC(=O)NC3CCCCC3)n2C)cc1 | -16.2 | 8.6
CCN(CC(=O)Nc1ccc(NC(C)=O)cc1)C(=O)/C=C/c1cn(-c2ccccc2)nc1-c1cccs1 | -10.1 | 11.5
O=C(NC(=S)N1CCN(c2ccc([N+](=O)[O-])cc2)CC1)c1ccco1 | -17.4 | 17.6

# (further entries)
smiles | OX1R antag-1 | OX1R antag-2
Cc1[nH]nc2c1C1(CCOC1C)C(C#N)=C(N)O2 (centres undefined) | 0.9 | 2.7
O=C(CSC1CC(=O)N(c2ccc(C(=O)O)cc2)C1=O)Nc1ccc(Cl)cc1 (centres undefined) | 4.1 | 9.4
CCOC(=O)N1CCN(CC(O)COCc2ccc(OC)c(OC)c2)CC1 (centres undefined) | 0.9 | 0.4
CC(C)NC(=O)Cn1cnc2c(cnn2-c2ccc(F)cc2)c1=O | -4.7 | 1.6
CCOC(=O)c1c(N2C(=O)Nc3ccccc3N2O)n[nH]c1-c1cccc(OC)c1 | -26.3 | 14.4
C=CCSc1nnc2nc3[nH]c4c(C)cccc4c3nn12 | -15.1 | 30.6
CCCCS(=O)(=O)C(=C1Nc2ccccc2N1)S(=O)(=O)CCCC | -12.8 | 4.5
O=C(Cn1cnc2c(cnn2-c2ccc(F)cc2)c1=O)NCc1ccco1 | -6.3 | 15.4

# Later entries:
smiles | OX1R antag-1 | OX1R antag-2
O=S(=O)(Nc1cccc(-n2cnnn2)c1)c1cc(Cl)ccc1Cl | -7.8 | 17.3
Cc1cccc(C)c1NC(=O)C[n+]1cc(-c2ccccc2)n2c1CCC2 | 12.6 | 6.5
CC(/C=N/NC(=O)c1nnn(-c2nonc2N)c1CN1CCCCC1)=C\c1ccccc1 | -24.4 | -1.0
O=S(=O)(Cc1ccccc1)N1CCCCC1 | -8.9 | 12.8
O=C(CCN1C(=O)c2ccccc2C1=O)NCCCn1ccnc1 | -5.2 | 22.6
O=C(NC(=S)N1CCN(C/C=C/c2ccccc2)CC1)c1ccc(F)cc1 | -34.6 | 10.3
Cc1ccc(SCCC(=O)NCC2CCCO2)cc1 (centres undefined) | -6.9 | 6.4
O=C(NCCc1nc2ccccc2[nH]1)c1cc([N+](=O)[O-])cc([N+](=O)[O-])c1 | -32.7 | 61.8

# The order is random; any-hit rate near 2.1%.
